CaV13 ICDI inh = Primary screen for inhibitors of IQ motif and Ca2+-dependent inactivation inhibitor domain binding in CACNA1D, Förster resonance energy transfer in living cells, …; HEK cells, CFP/YFP FRET ICDI-IQ, plate reader, 10 min; percent FRET-ratio fall versus neutral wells; inhibition, % at 12.3 µM; 340,000 tested, 0.098% active; AID 743397;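 active means mean replicate inhibition of at least 30% and at least 1% of replicates passing that level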;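 further: 0% = median of the neutral control wells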
iPSC survival up = increases survival of single human iPS cells; hiPSC single-cell survival, ATPlite luminescence; 100% = ROCK inhibitor wells, 0% = DMSO; survival enhancement, % at 20 µM; 360,000 tested, 0.044% active; AID 602274; in the data active means survival enhancement above about 18%;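 further: cells exposed to compounds for 16 hours before the ATP read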
NR2E3 ag-1 = NR2E3 (human) agonism; inhibition of corepressor binding, % at 4.78 µM; Q9Y5X4; GST-NR2E3/biotin-RetCOR TR-FRET, 1536-well; 320,000 tested, 0.12% active; AID 2300;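 active means percent inhibition above the cutoff of mean plus 3 SD of all tested compounds, set per screening campaign, cut at about 20% in these data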;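 further: 0% = DMSO wells and 100% = biotin wells as full block of FRET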
Target sequence (Q9Y5X4 whole entry, looked up): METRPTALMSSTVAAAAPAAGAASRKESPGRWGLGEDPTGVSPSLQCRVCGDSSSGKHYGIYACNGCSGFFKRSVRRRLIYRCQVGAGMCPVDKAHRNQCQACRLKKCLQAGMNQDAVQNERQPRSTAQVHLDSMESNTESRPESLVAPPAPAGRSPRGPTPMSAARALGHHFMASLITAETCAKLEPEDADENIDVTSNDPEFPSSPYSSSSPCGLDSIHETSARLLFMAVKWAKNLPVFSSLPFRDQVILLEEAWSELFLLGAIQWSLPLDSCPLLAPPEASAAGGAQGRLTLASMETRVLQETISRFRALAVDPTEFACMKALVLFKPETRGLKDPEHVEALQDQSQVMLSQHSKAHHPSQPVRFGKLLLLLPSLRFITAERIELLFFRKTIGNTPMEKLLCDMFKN
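Material: NR2E3–RetCOR corepressor complex / Amount: 1.35 nM GST-NR2E3 / Medium: Tris pH 7.5 / Compound: single nominal compound dose of 4.8 µM / Incubation: 5 h at 4 °C / Technique: TR-FRET, Eu(K)-anti-GST donor, streptavidin-D2 acceptor, ex 340, em 617/671 nm / Read-out basis: percent loss of FRET ratio relative to control wells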
MITF TRPM1 inh = reduces MITF-dependent TRPM1 promoter luciferase signal; SK-MEL-5 TRPM1 promoter luciferase, 24 h; inhibition, % at 12.5 µM; 330,000 tested, 0.83% active;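 active means mean inhibition across replicates of 60% or more, whatever share of single replicates reaches that level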; further: values of inactives mirror those of a sister screen read the other way
NR2E3 ag-2 = agonists of human NR2E3 nuclear receptor; Q9Y5X4; CHO-S Gal4-NCOR/VP16-NR2E3 two-hybrid, luciferase; inhibition of corepressor binding, % at 3.98 µM; 360,000 tested, 0.35% active; AID 602229;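 active means inhibition above the mean of all tested compounds plus 3 SD, cut at about 70% in these data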;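 further: 0% = DMSO with NR2E3 transfected cells and 100% = cells lacking NR2E3 construct; higher means lower luciferase signal from less NR2E3 corepressor binding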
Cardio protect = protects H9c2 cardiomyocytes from peroxide injury. protection from H2O2 cell death, % at 20 µM. 360,000 tested, 0.63% active. H2O2 injury protection, ATPLite, 2 h;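 active means compounds giving at least 50% protection of heart cells from peroxide-induced death in the single-dose screen, raw or plate-pattern-corrected value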;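 further: 0% = DMSO wells with peroxide and 100% = DMSO wells without peroxide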
Shn3 3UTR inh = reduces Shn3 3'UTR luciferase signal in osteoblasts; Clone20 osteoblast Shn3 3'UTR firefly luciferase, 24 h; inhibition, % at 12.5 µM; 360,000 tested, 0.52% active; AID 588674;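 active means mean inhibition of at least 75% with every replicate also reaching 75%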;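 further: 0% = median of neutral control wells and 100% = pilot-screen positive control compound; some compounds past the cut are filed as inactive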
PDI inh = PDI (human) enzyme inhibition | PDI insulin aggregation turbidity, A650, 90 min | inhibition, % at 10 µM | 350,000 tested, 0.052% active;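 active means mean inhibition across replicates of 30% or more, whatever share of single replicates reach that level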;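 further: absorbance from insulin aggregation driven by PDI reduction with DTT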
Target sequence (P07237 whole entry, looked up): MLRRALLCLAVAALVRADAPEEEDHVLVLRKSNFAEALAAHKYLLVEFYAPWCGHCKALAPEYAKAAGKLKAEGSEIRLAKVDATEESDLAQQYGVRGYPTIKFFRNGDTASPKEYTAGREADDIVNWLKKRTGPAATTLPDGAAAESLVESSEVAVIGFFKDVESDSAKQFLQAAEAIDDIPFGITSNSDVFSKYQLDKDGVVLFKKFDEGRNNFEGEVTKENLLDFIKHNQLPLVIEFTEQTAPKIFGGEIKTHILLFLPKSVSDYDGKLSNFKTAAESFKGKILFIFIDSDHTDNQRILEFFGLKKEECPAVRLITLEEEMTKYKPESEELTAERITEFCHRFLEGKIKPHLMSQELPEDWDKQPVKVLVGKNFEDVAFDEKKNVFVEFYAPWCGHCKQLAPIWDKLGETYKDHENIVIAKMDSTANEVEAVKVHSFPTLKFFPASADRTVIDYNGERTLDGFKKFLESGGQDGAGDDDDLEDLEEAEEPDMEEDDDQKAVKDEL
HIF-2a inh = blocks HIF-2a reporter activity; 360,000 tested, 0.72% active; AID 624352; inhibition, % at 18.8 µM; 786-0 RCC cells HIF-2a reporter, luciferase luminescence, overnight;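 active means inhibition of the luminescence signal of 40% or more relative to plate controls, in a single-dose primary screen at 18.75 µM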
HTR2A ag = activates the mouse 5-HT2A serotonin receptor; AID 624169; activation, % at 7.6 µM; CHO-K1 mHTR2A beta-arrestin complementation, luminescence; percent of 30 µM serotonin response; P35363; 360,000 tested, 0.66% active;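 active means activation above a run cutoff, the mean activation of all tested compounds plus 3 SD, cut at about 14% in these data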;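 further: 0% = plate median of compound wells and 100% = 30 µM serotonin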
Peg3 promoter = inhibitors of Peg3 promoter; 360,000 tested, 1.7% active; HeLa PEG-Prom luciferase reporter, luminescence, overnight; inhibition, % at 20 µM;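 active means inhibition of at least 50% at 20 µM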
* hit, by the source's call; / = no result given.

SMILES	CaV13 ICDI inh	iPSC survival up	NR2E3 ag-1	MITF TRPM1 inh	NR2E3 ag-2	Cardio protect	Shn3 3UTR inh	PDI inh	HIF-2a inh	HTR2A ag	Peg3 promoter
O=C1CC(C(=O)O)S/C(=N\NC(=O)c2ccc(F)cc2)N1 (stereo not drawn)	-6	3.2	0	-4	-10	-3	6	1	12	-2	3
Cc1nccn1CCOc1ccc(Cl)cc1	-5	-0.2	1	-1	-14	-8	-7	8	3	7	-7
OCC(CO)c1cnnc2ccccc12	-7	4.3	/	-4	10	0	-11	-3	-2	-1	-3
CCN(CC)S(=O)(=O)c1ccc(/C=C/C(=O)Nc2ccc(Br)cc2F)cc1	-15	-0.6	-1	23	-10	-9	21	-6	7	4	14
COc1ccc(C(=O)N2CCC(n3c(C)nc4cc(F)ccc43)CC2)cc1	-5	1.5	0	9	-16	-17	16	3	7	0	17
CCC(C)/C(C)=N/NC(=O)c1ccccc1OCCOc1ccccc1 (stereo not drawn)	-16	-1.6	2	-5	-8	3	3	-4	18	-4	12
Cc1cc(C)cc(OCC(=O)Nc2cccc(-c3nnc(-c4ccco4)o3)c2)c1	-5	3.9	4	-14	-42	54*	0	3	-102	2	58*
CCN(CC)S(=O)(=O)c1cccc(C(=O)OCC(=O)C23CC4CC(CC(C4)C2)C3)c1	-4	-2.1	-1	10	7	-18	37	-19	20	-1	21
COc1cc(NC(=O)C2CCCN(S(=O)(=O)c3ccc4c(c3)CCCN4C(C)=O)C2)cc(OC)c1 (stereo not drawn)	-14	-0.2	6	10	21	12	16	-7	17	6	1
COc1cc(C(=O)NNC(=O)c2ccccc2Br)ccc1OCC(=O)N1CCOCC1	-6	0.0	-1	2	8	6	3	2	7	-1	-2
CCCC(c1nnnn1CC1CCCO1)N1CCN(c2cc(Cl)ccc2C)CC1 (stereo not drawn)	/	-0.1	2	4	1	-17	25	7	24	-3	28
COc1ccc(C(=O)NC2CC2)cc1OC1CCN(Cc2ccc(F)cc2)CC1	-4	-0.5	/	7	10	6	-1	16	25	-9	30
Oc1ccc(C[C@H]2CN([C@@H](Cc3ccc(O)cc3)CN3CCC[C@@H]3CN3C(=S)NC[C@@H]3Cc3ccccc3)C(=S)N2CCc2ccccc2)cc1	-8	-0.8	/	/	4	2	-2	/	-9	-1	33
CC(=O)c1ccc(NC(=O)Cc2ccsc2)cc1	-4	0.3	-2	-32	-43	1	-17	1	-118	-3	-116
COc1ccc(/C=c2\s/c(=C(/C#N)C(=O)NCc3ccco3)n(-c3ccccc3)c2=O)cc1	-14	-2.4	0	16	-10	6	0	1	17	-1	14
CC1=CCC2(CO)COC(c3ccccc3O)C1C2 (stereo not drawn)	-5	-3.6	0	14	-4	4	2	7	11	-2	0
COC(=O)c1ccc(COC(=O)C2CCN(S(=O)(=O)c3c(Cl)cccc3Cl)CC2)o1	-5	-0.4	1	-1	9	-2	-14	7	7	-2	5
CCOC(=O)C1=C(NC(=O)c2ccc(Br)o2)Nc2ccccc2N=C1	-5	5.7	0	-2	9	10	72	-3	2	-8	3
COc1ccc(-c2cc(C(F)(F)F)n3nc(C)cc3n2)cc1	-6	0.2	-1	8	-22	-13	-11	4	-33	1	-1
CCOC(=O)C1=C(C)NC(=O)NC1c1c(C)nn(-c2ccccc2)c1Cl (stereo not drawn)	/	4.3	7	13	-7	2	20	-1	16	1	8
CC(=O)Nc1ccc2nc(SCC(=O)N3CCOCC3)sc2c1	-5	-0.7	0	-7	-9	6	-14	1	-28	-2	-28
CCCSc1nnc(-c2c[nH]c3ccccc23)n1C	-5	-0.6	4	-40	-42	-5	-81	/	-158	-2	-124
O=C(N/N=C/c1cccnc1)c1cccs1	1	-0.8	0	-13	-74	9	-30	1	-44	-1	-23
CCN(CC)Cc1c(C(=O)OC(C)C)nnn1-c1nonc1N	-5	0.5	5	-3	-1	-16	-1	0	20	3	-5
Cc1ccc(S(=O)(=O)N2C[C@H]3[C@H]4C(=O)N(c5ccccc5)C(=O)[C@H]4C[C@H](OC(=O)NCc4ccccc4)[C@@]3(O)C2)cc1	-5	-0.4	/	/	-43	8	5	1	7	0	-15
Cc1ccc(C(=O)CSc2nnc(CNc3ccc(C)cc3C)o2)cc1	-3	2.5	1	-4	-33	-7	2	-6	-20	-7	-9
O=C(NCC(c1ccco1)N1CCCC1)c1cccc(S(=O)(=O)Nc2ccc(F)cc2)c1 (stereo not drawn)	-6	1.1	1	/	-11	-3	5	1	5	-12	-1
Cc1cc(C(=O)CSc2nnnn2C)c(C)n1Cc1ccco1	-2	-0.1	3	-68	-91	-3	-59	6	-207	3	-179
CC(C)NC(=O)c1cc2c(=O)n3ccccc3nc2s1	-5	0.1	0	9	-10	2	-34	-3	26	0	9
Cc1ccc(S(=O)(=O)NC(=O)COc2ccc([N+](=O)[O-])cc2)cc1	-9	4.5	-1	-14	-2	-3	-11	-2	3	1	8

6 structures already listed, arranged by formula weight, low to high.
SMILES	CaV13 ICDI inh	iPSC survival up	NR2E3 ag-1	MITF TRPM1 inh	NR2E3 ag-2	Cardio protect	Shn3 3UTR inh	PDI inh	HIF-2a inh	HTR2A ag	Peg3 promoter
O=C(N/N=C/c1cccnc1)c1cccs1	1	-0.8	0	-13	-74	9	-30	1	-44	-1	-23
Cc1cc(C(=O)CSc2nnnn2C)c(C)n1Cc1ccco1	-2	-0.1	3	-68	-91	-3	-59	6	-207	3	-179
Cc1ccc(C(=O)CSc2nnc(CNc3ccc(C)cc3C)o2)cc1	-3	2.5	1	-4	-33	-7	2	-6	-20	-7	-9
CCOC(=O)C1=C(NC(=O)c2ccc(Br)o2)Nc2ccccc2N=C1	-5	5.7	0	-2	9	10	72	-3	2	-8	3
COC(=O)c1ccc(COC(=O)C2CCN(S(=O)(=O)c3c(Cl)cccc3Cl)CC2)o1	-5	-0.4	1	-1	9	-2	-14	7	7	-2	5
Cc1ccc(S(=O)(=O)N2C[C@H]3[C@H]4C(=O)N(c5ccccc5)C(=O)[C@H]4C[C@H](OC(=O)NCc4ccccc4)[C@@]3(O)C2)cc1	-5	-0.4	/	/	-43	8	5	1	7	0	-15

Continued.
SMILES	CaV13 ICDI inh	iPSC survival up	NR2E3 ag-1	MITF TRPM1 inh	NR2E3 ag-2	Cardio protect	Shn3 3UTR inh	PDI inh	HIF-2a inh	HTR2A ag	Peg3 promoter
CCOC(=O)c1ccc(NC(=O)C2CC(=O)Nc3nc4ccccc4n32)cc1 (stereo not drawn)	-18	-0.7	-1	-1	-26	-2	-8	-1	9	2	-6
O=C(NNC(=O)c1ccccc1-c1ccccc1C(=O)O)c1ccccc1	-3	-0.1	1	2	-15	-3	1	4	8	3	11
CN(C(=O)COc1ccccc1)C1CCS(=O)(=O)C1 (stereo not drawn)	1	-0.7	-2	-16	-21	-4	6	6	-6	2	8
Cc1cccc(NC(=O)CSCC(=O)Nc2cc(S(=O)(=O)N3CCOCC3)ccc2N2CCCC2)c1	/	0.1	-3	-14	-1	-4	-17	-1	10	-1	1
CC1(C)Oc2ccc(C(=O)NC3CCCCC3)cc2N(CC#N)C1=O	-5	0.5	0	-3	-9	-1	-12	12	-5	2	8
CCCCCCCCN1C(=O)[C@H](CC(=O)NCCc2ccccc2OC)C[C@@]2(C(=O)OC)CCCCC=C12	-4	-0.6	/	/	0	/	/	/	2	-4	/
Cc1ccc(C(=O)N/N=C\C=C\c2ccc(Br)cc2)cn1	-6	-0.3	-5	21	5	23	-24	-8	11	-1	-10
CN(C)c1cccc(C(=O)OCC(=O)NC(=O)NCc2ccccc2)c1	-5	-0.6	/	1	-12	-4	0	-11	-1	1	-4
N#Cc1c(N)sc2c1CCN(C(=O)OCc1ccccc1)C2	-7	-0.6	1	-20	-23	-4	-31	-14	-16	3	-28
CCOC(=O)c1c(C)[nH]c(C)c1C(=O)COC(=O)CNC(=O)c1ccc(OCC)cc1	-5	0.6	2	6	4	8	4	-3	-5	1	-16
COc1ccc(-c2csc(C(NC(C)=O)c3ccccc3)n2)cc1 (stereo not drawn)	-5	-2.8	/	/	-31	-1	-5	-3	-127	4	-29
Cc1ccc(S(=O)(=O)N2CCN(C(=O)COC(=O)COc3cccc(C(F)(F)F)c3)CC2)c(C)c1	-6	-1.9	/	6	9	4	1	15	14	-8	-1
COc1ccccc1OCC(=O)N(Cc1nnc(-c2ccccc2Cl)o1)C1CC1	-5	-0.5	0	10	-3	-1	10	-2	15	-2	12
NS(=O)(=O)c1ccc(CNC(=O)Cc2c(F)cccc2Cl)cc1	3	-0.3	5	-7	-7	-5	-5	-1	10	-4	13
CN1CCc2ccc(NC(=O)c3ccc(C(F)(F)F)cc3)cc2C1	-5	-0.1	5	5	-43	3	-11	-4	-53	-1	-62
COC(=O)[C@@]1(Cc2ccc(F)cc2)[C@H]2c3cc(C(=O)N4CCCC4)n(CCc4c[nH]c5ccccc45)c3C[C@H]2CN1C(=O)c1ccccc1	-6	-0.7	/	/	-1	/	/	/	2	4	/
CC1=C(C(=O)N(C(C)C)C(C)C)CC(CC(=O)NC2CCCC2)C(=O)N1Cc1ccc(C(C)(C)C)cc1 (stereo not drawn)	-6	-2.0	/	/	3	2	5	/	1	3	10
CCCCNc1nc2c(c(=O)[nH]c(=O)n2C)n1CCOc1ccccc1	-6	3.5	-1	1	4	-6	2	-20	0	-3	21

One compound at a time (already shown):
Shown for `N#Cc1c(N)sc2c1CCN(C(=O)OCc1ccccc1)C2` → CaV13 ICDI inh: -7; iPSC survival up: -0.6; NR2E3 ag-1: 1; MITF TRPM1 inh: -20; NR2E3 ag-2: -23; Cardio protect: -4; Shn3 3UTR inh: -31; PDI inh: -14; HIF-2a inh: -16; HTR2A ag: 3; Peg3 promoter: -28
Shown for `CCOC(=O)c1c(C)[nH]c(C)c1C(=O)COC(=O)CNC(=O)c1ccc(OCC)cc1` → CaV13 ICDI inh: -5; iPSC survival up: 0.6; NR2E3 ag-1: 2; MITF TRPM1 inh: 6; NR2E3 ag-2: 4; Cardio protect: 8; Shn3 3UTR inh: 4; PDI inh: -3; HIF-2a inh: -5; HTR2A ag: 1; Peg3 promoter: -16

Assay outcomes deposited in PubChem BioAssay by several laboratories.
